# TDP1 inh: TDP1 (human) enzyme inhibition; AID 485290; actives 0.28% (n = 350,000); Potency, µM (titrated, usually from 130 µM), for inactives: at the highest dose activity change, negative = inhibition, most hits filed as inhibitors; recombinant TDP1, AlphaScreen DNA substrate cleavage; further: nearly all actives have a fitted effect of over 40% in size
# Target sequence (Q9NUW8 whole entry, looked up): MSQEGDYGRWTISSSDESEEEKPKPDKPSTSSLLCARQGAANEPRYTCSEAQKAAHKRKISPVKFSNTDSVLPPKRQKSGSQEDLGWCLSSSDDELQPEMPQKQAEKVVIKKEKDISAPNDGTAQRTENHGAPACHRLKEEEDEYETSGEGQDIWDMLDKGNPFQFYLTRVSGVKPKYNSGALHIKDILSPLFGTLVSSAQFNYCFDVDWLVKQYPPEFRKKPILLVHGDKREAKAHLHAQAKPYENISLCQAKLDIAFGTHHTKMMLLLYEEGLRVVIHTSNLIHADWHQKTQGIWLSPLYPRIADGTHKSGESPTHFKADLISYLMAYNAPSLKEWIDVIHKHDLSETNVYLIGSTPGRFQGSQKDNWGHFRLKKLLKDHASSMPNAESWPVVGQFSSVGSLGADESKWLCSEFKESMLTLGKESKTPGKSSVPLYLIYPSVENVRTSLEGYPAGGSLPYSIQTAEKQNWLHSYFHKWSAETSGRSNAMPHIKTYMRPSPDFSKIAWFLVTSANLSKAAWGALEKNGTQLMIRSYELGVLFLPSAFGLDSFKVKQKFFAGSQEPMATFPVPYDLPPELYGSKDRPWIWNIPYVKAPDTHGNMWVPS
#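 Here, a 5' biotin and 3' phosphotyrosine-FITC DNA oligonucleotide reports Tdp1 activity: intact substrate bridges AlphaScreen beads, while cleavage leaves a 3' phosphate and drops signal. All incubations at room temperature.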
# TDP1 cell CPT: growth inhibition of DT40 Tdp1-/-;hTDP1 cells with camptothecin (screen for TDP1 inhibitors); chicken DT40 Tdp1-/-;hTDP1 cells + 20 nM CPT, ATP luminescence, 48 h; Potency, µM (doses to about 46.2 µM), for the others: at the top dose activity change, negative = growth inhibition, most hits filed as inhibitors; actives 12% (n = 420,000); AID 686979; further: nearly all actives have a fitted effect of over 55% in size
#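 Chicken DT40 Tdp1-/- cells stably complemented with human TDP1 were seeded at 400 cells/well in medium containing 20 nM camptothecin, exposed to pin-transferred compounds, and grown at 37 °C for at least 48 hr. Viability was read as ATP luminescence.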
# DT40 TDP1 no CPT: qHTS for Inhibitors of human tyrosyl-DNA phosphodiesterase 1 (TDP1): qHTS in cells in absence of CPT; DT40 Tdp1-/- hTDP1 cells, no CPT, ATP luminescence, 48 h; Potency, µM (doses to about 46.2 µM), for inactives: top-dose activity change, negative = growth inhibition, usual class: inhibitors; actives 15% (n = 420,000); AID 686978, 2013; further: nearly all actives have a fitted effect of over 55% in size
#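 Stably hTDP1-transfected Tdp1-null chicken DT40 cells were treated with library compounds minus camptothecin and grown for at least 48 hr at 37 °C, after which cellular ATP was quantified by luminescence.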
# Starred values were filed as active, the others as inactive; ? = inconclusive; / = not tested or not shown; & = joins results of further samples; [ ] = another dose, or the depositor's remark. The call rests on the fitted dose curve; in most records, active means well fitted curve in the direction sought with a large enough effect; inconclusive means small, poorly fitted or top-dose-only effect, or another doubt; inactive means no such curve, though single readings can be large; an effect the other way counts as inactive or inconclusive. On the % scale 0 is the no-effect control and ±100 the full control effect; potency means the concentration at half of the fitted maximal effect.
no. | SMILES | TDP1 inh | TDP1 cell CPT | DT40 TDP1 no CPT
1 | CCC(c1nnc(SCc2nc3ccccc3s2)n1Cc1ccccc1)N(C)C (stereo not given) | 4% | -26% | ?
2 | COc1ccccc1CN1CCNC(=O)C1CC(=O)N(C)Cc1cnccn1 (stereo not given) | 1% | 6% | 5%
3 | Cc1occc1C(=O)Nc1ccc2c(c1)CCC2 | 6% | ? | -24%
4 | CCOC(=O)C1=C(C)NC(=O)NC1c1cccs1 (stereo not given) | 5% | 2% | -16%
5 | CCOC(=O)N1CCC(Nc2c(NCCCOC)c(=O)c2=O)CC1 | -3% | -21% | -2%
6 | Cc1ccn2c(=O)cc(COc3ccc(NC(=O)C(C)(C)C)cc3)nc2c1 | 5% | -29% | ?
7 | CC(CC(=O)Nc1cccc(Cl)c1)c1ccccc1 (stereo not given) | 0% | ? | ?
8 | Cc1ccnc(NS(=O)(=O)c2ccc(NC(=O)c3snnc3C)cc2)n1 | 2% | 10% | 10%
9 | CN(c1ccc(OCC(=O)Nc2cc(Cl)ccc2C(=O)O)cc1)S(=O)(=O)c1ccc(F)cc1 | -11% | -19% | -24%
10 | O=S(=O)(c1ccccc1S(=O)(=O)N1CCCCC1)N1CCCCC1 | -2% | -30% | -20%
11 | CC(=O)Nc1c2c(nn1-c1ccccc1C)CSC2 | 3% | -12% | 2%
12 | COc1ccccc1-c1noc(CCC(=O)Nc2ccc(C)cc2C)n1 | 5% | ? | ?
13 | O=C(c1ccc(S(=O)(=O)Nc2ccccc2F)cc1)N1CCCC1 | -10% | 1% | -19%
14 | CN(C)c1ccc(C2CC(=O)NC3=C2C(=O)CC(C)(C)C3)cc1 (stereo not given) | 4% | -30% | -3%
15 | COc1ccccc1CN1CC(C(=O)NCc2cccc(C)n2)CCC1=O (stereo not given) | 2% | -26% | -6%
16 | O=C(O)C(=O)Nc1ncn[nH]1 | / | 10% | -28%
17 | CCc1ccc(CN2CCC(n3nccc3NC(=O)C3CCCC3)CC2)cc1 | 6%[56.1 µM] | ? | ?
18 | CCCn1c(C(C)Nc2nc(C)cs2)nc2cc(Cl)c(Cl)cc21 (stereo not given) | / | ? | ?
19 | O=S(=O)(Nc1ncccn1)c1ccc(NC(=S)NCCc2ccccc2)cc1 | 5% | 11% | 1%
20 | CCCCC[n+]1ccn(C2=C([O-])c3ccccc3C(=O)/C2=N\S(=O)(=O)c2ccc(Cl)cc2)c1 | / | 4.6µM* | 2.9µM*
21 | Cc1cccc(NC(=O)C(CCC(N)=O)NC(=O)OCc2ccccc2)c1 (stereo not given) | 12% | 12% | -2%
22 | Cc1noc(C)c1C(=O)N1CCN(c2cccc(Cl)c2)CC1 | 3% | 9% | -29%
23 | OC(c1ccccc1)c1nc2ccccc2s1 (stereo not given) | 4% | 23µM* | ?
24 | COc1ccc(S(=O)(=O)N2CCOCC2)cc1C(=O)NCC(c1ccco1)N1CCCC1 (stereo not given) | -3% | 8% | 15%
25 | C#CCOCCOCCOCCNc1nc(N2CCOCC2)nc(N2CCN(C(=O)Cn3cc(CCCCN)nn3)CC2)n1 | / | 5% | 0%

# Values in list order from the list:
# TDP1 inh, nos. 5 to 14: -3%, 5%, 0%, 2%, -11%, -2%, 3%, 5%, -10%, 4%
# TDP1 cell CPT, nos. 5 to 14: -21%, -29%, ?, 10%, -19%, -30%, -12%, ?, 1%, -30%

# Gathered by group: the entries above with an aryl methoxy group (four)
no. | SMILES | TDP1 inh | TDP1 cell CPT | DT40 TDP1 no CPT
2 | COc1ccccc1CN1CCNC(=O)C1CC(=O)N(C)Cc1cnccn1 (stereo not given) | 1% | 6% | 5%
12 | COc1ccccc1-c1noc(CCC(=O)Nc2ccc(C)cc2C)n1 | 5% | ? | ?
15 | COc1ccccc1CN1CC(C(=O)NCc2cccc(C)n2)CCC1=O (stereo not given) | 2% | -26% | -6%
24 | COc1ccc(S(=O)(=O)N2CCOCC2)cc1C(=O)NCC(c1ccco1)N1CCCC1 (stereo not given) | -3% | 8% | 15%

# (list continues)
no. | SMILES | TDP1 inh | TDP1 cell CPT | DT40 TDP1 no CPT
26 | CC(C)N(C(=O)c1sc2cc([N+](=O)[O-])ccc2c1Cl)C(C)C | 3% | -9% | -14%
27 | CCN(CC)C(=O)C1=C(C)N(Cc2ccccc2)C(=O)C(CC(=O)NCc2cccs2)C1 (stereo not given) | / | ? | -28%
28 | CCc1ccc(OCc2nnc(SCC(=O)NCC3CCCO3)n2C)cc1 (stereo not given) | 11% | -9% | -1%
29 | CCCCCCCCCNC(=O)[C@H](NC(=O)COc1ccccc1)[C@@H]1NC(C(=O)OC)C(C)(C)S1 (stereo not given in full) | / | ? | ?
30 | O=C(/C=C/c1ccccc1Cl)Nc1nc(-c2cccs2)ns1 | 2% | ? | ?
31 | Cc1ccc(-c2nc3ccccc3[nH]2)cc1NC(=O)c1sc2cc(Cl)ccc2c1Cl | 1% | 8.2µM* | 16µM*
32 | CCOC(=O)c1cnn(-c2cccc(F)c2)c1C1CCNCC1 | 2% | -28% | -8%
33 | O=C(NCc1ccccc1F)c1ccc2ccccc2n1 | 0% | 1% | -23%
34 | O=C(Nc1ccc(F)cc1)C1CCN(S(=O)(=O)c2cccc3nonc23)CC1 | -5% | -3% | -17%
35 | Cc1ccc(NC(=O)Cn2cc3c(n2)CCCC3)c(C)c1 | 5% | -16% | -16%
36 | CCOC(=O)c1ccc(NC(=O)CSc2nnc(C3CCCCC3)n2C)cc1 | -5% | -3% | ?
37 | Cc1cc(-c2n[nH]c(=S)n2/N=C/C=C/c2ccco2)n[nH]1 | -13% | 22% | -8%
38 | Cc1ccc(CN(C(=O)COc2ccc(C)c(C)c2)C2CCS(=O)(=O)C2)o1 (stereo not given) | 7%&9% | ? | ?
39 | COc1ccc(CCn2c(=S)[nH]c3cc(C(=O)NCc4ccco4)ccc3c2=O)cc1OC | -3% | 21µM* | 16µM*
40 | Cn1c(=O)c(-c2ccccc2)nc2cnc(N3CCNCC3)nc21 | / | -15% | ?
41 | COC(=O)N1C(=O)[C@](c2ccc(Cl)cc2)(C(C)C)N1C(=O)OC | / | 13µM* | 23µM*
42 | COc1cc(C(=O)Nc2ccc(S(=O)(=O)Nc3nccc(C)n3)cc2)cc(OC)c1OC | 4% | -9% | -12%
43 | Cc1ccccc1S(=O)(=O)N1C[C@H]2CON(C)[C@H]2C[C@H]1c1cccc(N2CCOCC2)c1 | / | -11% | -16%
44 | Oc1c(C=C2N=c3ccccc3=N2)sc(=S)n1-c1ccc(F)cc1 | 8%&-2% | ? | ?
45 | O=C(CCc1nc(-c2ccccc2)no1)NC1CCCCCC1 | 0% | -29% | -17%
46 | c1ccc(Nc2ccccc2Nc2ccccn2)nc1 | 7% | -4% | 5%
47 | CC(=O)c1ccc(NC(=O)CSc2nnc(NC(=O)NC3CCCCC3)s2)cc1 | 3% | -106% | ?
48 | CC(=O)N1CCN2C(=O)C1CCCC(=O)c1cc(C)ccc12 (stereo not given) | 2% | -5% | 2%
49 | Cc1ccc(C)c(N2CCN(C(=O)CCC(=O)Nc3nnc(CC(C)C)s3)CC2)c1 | 2% | ? | -3%
50 | CC(C)NC(=O)COC(=O)c1ccccc1OCC(=O)Nc1ccc(Br)cc1 | / | -57% | -4%

# (continued)
no. | SMILES | TDP1 inh | TDP1 cell CPT | DT40 TDP1 no CPT
51 | Cc1cccc(C)c1-n1nnnc1SCC(=O)N1CCNC1=O | -8% | ? | -39%
52 | O=C(NCCCn1ccnc1)c1cc(Cl)cc(Cl)c1 | / | 4% | -11%
53 | Cc1cc(C(=O)Nc2ccccc2N2CCCCC2)no1 | -3% | ? | ?
54 | Cc1ccc2nc(Nc3ccccc3O)nc(-c3ccccc3)c2c1 | 3% | -23% | -9%
55 | Cc1ccc(S(=O)(=O)NNC(=O)c2sc(NS(=O)(=O)c3ccccc3)nc2C)cc1 | / | -3% | 3%
56 | C=CCN1C(=O)C2(OCCCO2)c2cc(CCCC)ccc21 | / | -10% | -20%
57 | CCC(=O)N(CC)c1nc(-c2cc(OC)ccc2OC)cs1 | 2% | ? | ?
58 | O=C(COc1ccc(Cl)cc1Cl)N1CCCN(C(=O)COc2ccc(Cl)cc2Cl)CC1 | 1% | ? | ?
59 | Cc1oc(-c2cc(F)ccc2F)nc1CN1CCCN(C(=O)c2ccco2)CC1 | 5% | -25% | ?
60 | COc1cccc(NC(=O)c2oc3ccccc3c2NC(=O)C23CC4CC(CC(C4)C2)C3)c1 | 4% | -7% | -5%
61 | O=C(NCC1CCN(Cc2ccc(F)cc2)CC1)C1CCCN(c2ncnc3c2nc2n3CCCCC2)C1 (stereo not given) | 4% | ? | ?
62 | CCCCc1ccc(NC(=O)c2ccc(NS(C)(=O)=O)cc2)cc1 | -1% | ? | ?
63 | Clc1cccc(Cl)c1OCCOCCNCc1ccccc1 | / | ? | ?
64 | C=CCn1c(N2CCN(c3ccc(OC)cc3)CC2)nc2c1c(=O)n(C)c(=O)n2C | 8% | 21µM* | 18µM*
65 | CCOc1ccc(CCNC(=O)Cc2nn[nH]n2)cc1OCC | 0% | -1% | 1%
66 | CCCNC(=O)C(Cc1ccccc1)NC(=O)c1ccc(-c2ccccc2)cc1 (stereo not given) | 1% | -20% | ?
67 | O=C(CSc1n[nH]c(-c2ccco2)n1)N1c2ccccc2Sc2ccccc21 | 4% | -21% | ?
68 | CN(C)C(=O)CSc1ccc(S(=O)(=O)N2CCOCC2)cn1 | 2% | -7% | 15%
69 | Cc1c(C(=O)N(CC(C)C)c2c(N)n(Cc3ccccc3)c(=O)[nH]c2=O)sc2nc3n(c(=O)c12)CCC3 | / | 10% | 12%
70 | Nc1c(C(=O)CSc2ncccn2)c(=O)[nH]c(=O)n1C1CC1 | -17% | -11% | -5%
71 | CN1CCN(C(=O)C(C(=O)c2ccc(F)cc2)n2ccccc2=O)CC1 (stereo not given) | 2% | -2% | 0%
72 | Cc1c(Cl)cnc(NC(=O)COC(=O)c2ccc3c(c2)OCO3)c1Cl | -2% | 18% | -14%
73 | COc1ccc2c(c1)c1ncn(CCN3CCNCC3)c(=O)c1n2C | 4% | -28% | -28%
74 | COc1cc(NCc2ccccc2O)c2ncccc2c1 | 7% | -6% | ?
75 | Cc1c(/C=N/NC(=O)CNc2ccccc2)c2ccccn2c1C(=O)c1ccc(Cl)cc1 | 8% | ? | ?

# Sorted by length of the SMILES (rising): some entries from above
no. | SMILES | TDP1 inh | TDP1 cell CPT | DT40 TDP1 no CPT
65 | CCOc1ccc(CCNC(=O)Cc2nn[nH]n2)cc1OCC | 0% | -1% | 1%
51 | Cc1cccc(C)c1-n1nnnc1SCC(=O)N1CCNC1=O | -8% | ? | -39%
9 | CN(c1ccc(OCC(=O)Nc2cc(Cl)ccc2C(=O)O)cc1)S(=O)(=O)c1ccc(F)cc1 | -11% | -19% | -24%

# Later entries:
no. | SMILES | TDP1 inh | TDP1 cell CPT | DT40 TDP1 no CPT
76 | CSc1ccc(CN(C)C(=O)CSCC(=O)Nc2ccc(C)cc2)cc1 | / | 9% | ?
77 | O=C(CNC(=O)OCc1ccccc1)NC1(C(=O)O)CCCC1 | / | -11% | -15%
78 | Cc1ccc(C(=O)Nc2ccc(C)c(S(=O)(=O)N(C)C)c2)s1 | 1% | ? | ?
79 | Nc1nccnc1C(=O)OCC(=O)C12CC3CC(CC(C3)C1)C2 | / | 3% | ?
80 | OC(c1ccc(Cl)cc1)c1ncc(-c2ccc(Oc3ccccc3)cc2)[nH]1 (stereo not given) | / | 21µM* | 21µM*
81 | CC(C)OP(=O)(OC(C)C)C1(NS(=O)(=O)c2ccc(Cl)cc2)C=C(Cl)C(=O)C(Cl)=C1 | 2% | ? | ?
82 | CC(=O)Nc1ccc(Nc2nc3ccccc3nc2NS(=O)(=O)c2ccc(Cl)c([N+](=O)[O-])c2)cc1 | / | 7.3µM* | 5.8µM*
83 | Cc1ccc(N2CC(C(=O)NCCC3=CCCCC3)CC2=O)cc1 (stereo not given) | / | 9% | 3%
84 | COc1ccc(CC(=O)Nc2cccc(S(=O)(=O)N3CCCC3)c2)cc1OC | 0% | 15µM* | 18µM*
85 | CC(=O)N1CCN(C(=O)C2(NC(=O)Nc3ccccc3Cl)CCCCC2)CC1 | 10% | 10% | -7%
86 | CCOC(=O)C1=C(C)NC(c2ccccc2)=C(C(=O)OCc2ccc([N+](=O)[O-])cc2)[C@@H]1C#Cc1ccccc1 | 7% | 4% | -23%
87 | CNc1cc(-c2cccc(OC)c2F)nc2ccnn12 | / | ? | ?
88 | COc1cccc(N2CCN(C(=O)c3ccc(=O)oc3)CC2C)c1 (stereo not given) | 2% | -3% | -16%
89 | O=C(NCc1ccncc1)c1cccc(S(=O)(=O)Nc2ccc(SC(F)F)cc2)c1 | 4% | -17% | ?
90 | O=C(NNS(=O)(=O)c1ccc([N+](=O)[O-])cc1)c1ccc2ccccc2c1O | 7% | -24% | 0%

# Bioassay records as filed in PubChem.
